Screens deposited in PubChem BioAssay by several laboratories.
BaF3 parental: parental Ba/F3 viability inhibition as JAK2V617F counter-screen | CellTiter-Glo ATP luminescence | actives 1.1% (n = 220,000) | inhibition, % at 5.6 µM;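 active means inhibition above a per-campaign cutoff, the mean inhibition of all tested compounds plus 3 SD, cut at about 27% in these data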;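 further: 0% = DMSO wells and 100% = JAK Inhibitor I control wells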
NPY-Y2 PAM-ag: potentiators or agonists of human neuropeptide Y receptor Y2. P49146. cells expressing NPY-Y2, potentiator/agonist read-out. activation, % at 3.6 µM. actives 0.45% (n = 220,000). AID 1359; in the data active means activation above about 27%;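 further: cells stimulated with NPY near EC25 plus isoproterenol at EC100; 0% = vehicle plus submaximal agonist and 100% = vehicle plus saturating agonist; some results beyond the cut were filed as inactive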
NPY1 pot ag: potentiates or activates human NPY-Y1 receptor; P25929; NPY-Y1 expressing cells, potentiator/agonist activation; activation, % at 3.6 µM; actives 0.37% (n = 220,000); AID 1304; in the data active means activation above about 33%, passing the limit was not always enough;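 further: cells stimulated with NPY at EC10 then isoproterenol at EC100; 0% = low agonist plus stimulus and 100% = saturating agonist plus stimulus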
Target sequence (P25929 whole entry, looked up): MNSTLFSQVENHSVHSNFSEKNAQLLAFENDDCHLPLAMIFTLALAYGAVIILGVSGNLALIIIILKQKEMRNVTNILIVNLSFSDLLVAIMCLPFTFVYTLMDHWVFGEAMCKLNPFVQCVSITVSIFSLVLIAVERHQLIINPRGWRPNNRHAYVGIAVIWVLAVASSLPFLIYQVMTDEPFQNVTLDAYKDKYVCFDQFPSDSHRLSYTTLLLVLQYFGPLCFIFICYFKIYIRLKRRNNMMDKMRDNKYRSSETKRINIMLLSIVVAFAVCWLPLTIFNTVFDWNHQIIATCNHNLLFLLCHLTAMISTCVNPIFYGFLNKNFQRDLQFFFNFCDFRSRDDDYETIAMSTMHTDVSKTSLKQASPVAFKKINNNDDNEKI
NCF1 inh: inhibitors of human p47phox binding. P14598. p47phox/p22phox peptide binding, fluorescence polarization, 2 h. inhibition, % at 24.7 µM. actives 0.53% (n = 220,000);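 active means inhibition above about 30%, limit read from the data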;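 further: 0% = p47phox with labelled peptide and 100% = labelled peptide alone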
Target sequence (P14598 whole entry, looked up): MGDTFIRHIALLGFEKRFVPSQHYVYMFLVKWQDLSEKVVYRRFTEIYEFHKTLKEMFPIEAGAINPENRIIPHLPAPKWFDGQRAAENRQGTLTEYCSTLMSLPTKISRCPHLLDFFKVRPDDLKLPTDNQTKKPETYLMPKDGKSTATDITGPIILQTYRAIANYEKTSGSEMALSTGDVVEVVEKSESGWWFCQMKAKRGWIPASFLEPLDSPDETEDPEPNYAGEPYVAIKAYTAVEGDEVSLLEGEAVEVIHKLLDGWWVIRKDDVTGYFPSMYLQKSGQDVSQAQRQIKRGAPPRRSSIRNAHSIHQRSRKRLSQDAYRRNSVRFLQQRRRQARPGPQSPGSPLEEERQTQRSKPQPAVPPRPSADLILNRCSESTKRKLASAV
S1P4 antag: human S1P4 receptor antagonism; O95977; S1P4-expressing cells, antagonist mode, reporter read-out; inhibition, % at 4.98 µM; actives 0.26% (n = 220,000); AID 1510; in the data active means inhibition above about 29%;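 further: 0% = wells stimulated with agonist and 100% = vehicle wells without agonist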
CHOP inhibitor: blocks CHOP induction under ER stress; CHO-K1 CHOP-promoter luciferase, tunicamycin-induced, 15-18 h; inhibition, % at 10 µM; actives 3.8% (n = 220,000); AID 2732;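 active means compounds that reduced the stress-induced luciferase reporter signal by more than about 70% of percent inhibition, limit read from the data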;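 further: 0% = tunicamycin plus vehicle and 100% = wells without tunicamycin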
NPY-Y1 antag: blocks the human neuropeptide Y Y1 receptor. HEK293-CNG Y1 cells, membrane potential fluorescence; NPY at EC95, then isoproterenol. P25929. inhibition, % at 3.6 µM. AID 1040. actives 1% (n = 200,000);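 active means inhibition above the campaign mean inhibition of all tested compounds plus 3 SD, cut at about 20% in these data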;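 further: 0% = DMSO wells given NPY plus isoproterenol and 100% = isoproterenol alone without NPY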
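Test system – HEK293 Y1/CNG channel cell line · Also added – NPY agonist 25 nM, then isoproterenol 1 µM plus Ro 20-1724 25 µM · Compound dosing – one concentration, 3.6 µM, in 0.4% DMSO · Schedule – compound incubation 1 h at room temperature, readout 45 min post-stimulation · Technique – fluorescence, membrane potential probe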
Ba/F3 V617F tox: reduce viability of Ba/F3 cells dependent on JAK2V617F | inhibition, % at 5.6 µM | AID 1446 | Ba/F3 EpoR-JAK2V617F viability, ATP luminescence | actives 1.1% (n = 220,000);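 active means inhibition above the campaign mean plus 3 SD over all tested compounds, cut at about 24% in these data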;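 further: cytokine-independent growth of Ba/F3 cells driven by EpoR plus mutant JAK2; 0% = DMSO-treated cells and 100% = JAK inhibitor I control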
S1P4 ag: human S1P4 receptor agonism | actives 0.35% (n = 220,000) | AID 1509 | S1P4-expressing cell line, agonist reporter assay | O95977 | activation, % at 4.98 µM; in the data active means activation above about 11%;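 further: 0% = DMSO vehicle and 100% = reference agonist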
* hit, by the source's call; . = no result given.

Letters – A = BaF3 parental; B = NPY-Y2 PAM-ag; C = NPY1 pot ag; D = NCF1 inh; E = S1P4 antag; F = CHOP inhibitor; G = NPY-Y1 antag; H = Ba/F3 V617F tox; I = S1P4 ag
> CN(CC(=O)NC1CCCCC1)S(=O)(=O)c1ccc(Cl)cc1
  A = 5	B = -3	C = -1	D = -5	E = -11	F = 4	G = -2	H = 0	I = -3.1

> CCOC(=O)C1(CC2CCCCO2)CCN(Cc2nccn2-c2ccc(OC)cc2)CC1 (stereo not given)
  A = 0	B = -4	C = -8	D = 13	E = 1	F = -8	G = 7	H = -1	I = 0.3

> CCc1cc(C(=O)Cc2ccc(F)cc2)c(O)cc1O
  A = 9	B = 0	C = -7	D = -19	E = -5	F = 65	G = 8	H = 0	I = -0.1

> CCCC(=O)Nc1c(C)n[nH]c1C
  A = 3	B = -2	C = -31	D = -2	E = -10	F = 14	G = 8	H = -2	I = -1.3

> Cc1c(C(=O)O)sc2nc(C)n(C)c(=O)c12
  A = 1	B = -4	C = -3	D = -13	E = 3	F = 6	G = -1	H = 1	I = 1.0

> COc1cccc(Nc2nnc(SCC(=O)N3CCOCC3)s2)c1
  A = 0	B = 3	C = 6	D = -11	E = -23	F = -15	G = -2	H = -6	I = 0.4

> CCC1c2ccc(C)n2CCN1C(=O)Nc1cc(Cl)ccc1OC (stereo not given)
  A = 4	B = 7	C = -12	D = -19	E = -15	F = 13	G = 4	H = 0	I = 0.7

> COc1ccc(OCC(=O)Nc2ccccc2-c2ccccc2)cc1
  A = 7	B = -38	C = -48	D = 6	E = -1	F = 27	G = 8	H = 4	I = -0.7

> CCC(C)(C)n1nnnc1C(C(C)C)N(Cc1cccnc1)Cc1ccco1 (stereo not given)
  A = -1	B = 13	C = 9	D = -1	E = 11	F = -18	G = 7	H = -3	I = -0.1

> COC(=O)C1=C(C)NC2=C(C(=O)CC(C)(C)C2)C1c1cn(Cc2ccc(Br)cc2)nc1-c1ccccc1 (stereo not given)
  A = 6	B = 14	C = 5	D = -8	E = 6	F = 26	G = 10	H = -4	I = -1.2

Later entries
Letters – A = BaF3 parental; B = NPY-Y2 PAM-ag; C = NPY1 pot ag; D = NCF1 inh; E = S1P4 antag; F = CHOP inhibitor; G = NPY-Y1 antag; H = Ba/F3 V617F tox; I = S1P4 ag
> CCC(C)NC(=O)c1ccccc1NC(=O)c1ccc(CSc2ccc(C)cc2)cc1 (stereo not given)
  A = 0	B = 1	C = -30	D = -8	E = 4	F = -39	G = -3	H = -2	I = -4.0

> CCN(CC)S(=O)(=O)c1ccc(Cl)c(NC(=O)c2ccc(C#N)cc2)c1
  A = 2	B = -6	C = -5	D = -5	E = -37	F = 38	G = -1	H = -3	I = 0.3

> COc1ccc(-c2[nH]ncc2CNCCn2cccn2)c(F)c1
  A = 4	B = -9	C = 10	D = 0	E = -22	F = 7	G = -2	H = 1	I = -0.3

> CS(=O)(=O)N(CC(=O)N1CCN(Cc2ccc3c(c2)OCO3)CC1)Cc1ccc(Cl)cc1
  A = 6	B = -7	C = -15	D = 0	E = -18	F = 34	G = 15	H = -3	I = -0.6

> Cn1c(=O)c2c(nc(CN3CCN(C(=O)c4ccco4)CC3)n2Cc2ccccc2F)n(C)c1=O
  A = -1	B = 5	C = -10	D = -10	E = -11	F = -9	G = 2	H = 0	I = -0.2

> Nc1nc(SCC(=O)NC2CCCCCC2)[nH]c(=O)c1-c1ccccc1
  A = 1	B = -9	C = -2	D = -11	E = 4	F = -2	G = 0	H = -4	I = -0.2

> CC1Oc2ccccc2C=C1/C=N\NC(=O)c1cccnc1 (stereo not given)
  A = -1	B = 4	C = 14	D = -4	E = 0	F = 4	G = .	H = 2	I = -0.6

> Cc1sc2ncnc(N[C@@H](Cc3c[nH]c4ccccc34)C(=O)O)c2c1C
  A = 11	B = -7	C = -21	D = -6	E = -2	F = 13	G = 4	H = 4	I = -1.5

> CCc1ccc(N(C(=O)C(F)(F)F)C(C(=O)NC2CCCCC2)c2ccncc2)cc1 (stereo not given)
  A = 4	B = -1	C = -2	D = -13	E = -12	F = 32	G = 7	H = 0	I = -2.2

> O=C(O)/C=C\C(=O)Nc1ccccc1C(=O)N1CCN(c2ccc(Cl)cc2)CC1
  A = 2	B = 31*	C = 91*	D = -15	E = 0	F = 26	G = 2	H = -4	I = -0.7

Later entries:
Letters – A = BaF3 parental; B = NPY-Y2 PAM-ag; C = NPY1 pot ag; D = NCF1 inh; E = S1P4 antag; F = CHOP inhibitor; G = NPY-Y1 antag; H = Ba/F3 V617F tox; I = S1P4 ag
> COCC(=O)N(C)C1(c2nnnn2CCOC(=O)Nc2ccc(Cl)cc2)CCCC1
  A = 1	B = -1	C = -14	D = 1	E = -5	F = 19	G = -2	H = -1	I = -0.8

> Cc1nc2ccc3[nH]snc3c2n1
  A = -1	B = -3	C = -5	D = -11	E = -16	F = 19	G = 0	H = 4	I = 0.6

> O=C(Oc1cccc(-n2cnnn2)c1)c1ccco1
  A = 1	B = 7	C = 0	D = -5	E = 16	F = 18	G = 2	H = -2	I = 2.0

> CCCCC(=O)Nc1cc(NC(=O)CCCC)cc(C(=O)O)c1
  A = -3	B = 10	C = 12	D = -1	E = -21	F = -14	G = 2	H = -5	I = -0.4

By substructure: the entries above containing four or more nitrogen atoms
Letters – A = BaF3 parental; B = NPY-Y2 PAM-ag; C = NPY1 pot ag; D = NCF1 inh; E = S1P4 antag; F = CHOP inhibitor; G = NPY-Y1 antag; H = Ba/F3 V617F tox; I = S1P4 ag
> COc1cccc(Nc2nnc(SCC(=O)N3CCOCC3)s2)c1
  A = 0	B = 3	C = 6	D = -11	E = -23	F = -15	G = -2	H = -6	I = 0.4

> CCC(C)(C)n1nnnc1C(C(C)C)N(Cc1cccnc1)Cc1ccco1 (stereo not given)
  A = -1	B = 13	C = 9	D = -1	E = 11	F = -18	G = 7	H = -3	I = -0.1

> COc1ccc(-c2[nH]ncc2CNCCn2cccn2)c(F)c1
  A = 4	B = -9	C = 10	D = 0	E = -22	F = 7	G = -2	H = 1	I = -0.3

> Cn1c(=O)c2c(nc(CN3CCN(C(=O)c4ccco4)CC3)n2Cc2ccccc2F)n(C)c1=O
  A = -1	B = 5	C = -10	D = -10	E = -11	F = -9	G = 2	H = 0	I = -0.2

> Nc1nc(SCC(=O)NC2CCCCCC2)[nH]c(=O)c1-c1ccccc1
  A = 1	B = -9	C = -2	D = -11	E = 4	F = -2	G = 0	H = -4	I = -0.2

> Cc1sc2ncnc(N[C@@H](Cc3c[nH]c4ccccc34)C(=O)O)c2c1C
  A = 11	B = -7	C = -21	D = -6	E = -2	F = 13	G = 4	H = 4	I = -1.5

> COCC(=O)N(C)C1(c2nnnn2CCOC(=O)Nc2ccc(Cl)cc2)CCCC1
  A = 1	B = -1	C = -14	D = 1	E = -5	F = 19	G = -2	H = -1	I = -0.8

> Cc1nc2ccc3[nH]snc3c2n1
  A = -1	B = -3	C = -5	D = -11	E = -16	F = 19	G = 0	H = 4	I = 0.6

> O=C(Oc1cccc(-n2cnnn2)c1)c1ccco1
  A = 1	B = 7	C = 0	D = -5	E = 16	F = 18	G = 2	H = -2	I = 2.0
